XiGFP reactiv: X-chromosome reactivation activator | 360,000 tested, 0.055% active | activation, % at 7.58 µM | AID 743238 | XiGFP mouse fibroblasts, % GFP-positive cells imaging, 3 d; cells co-treated with 5-aza-dC sensitizer; scaled so ellipticine positive control = 100%;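 active means mean normalized replicate activation at least 10% and every replicate at or above 10%; inconclusive means only one of the two criteria met; inactive means mean below 10% and not all replicates reach 10%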;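 further: 0% = median of on-plate neutral control wells and 100% = ellipticine 6 µM median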
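Material: XiGFP fibroblasts, SV40-immortalized. Buffer or medium: DMEM plus 5-aza-dC sensitizer. Compound: single concentration per compound, delivered by pin transfer. Times: 3 days compound exposure. Controls: ellipticine 6 µM.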
ERAP1 inh: inhibitors of human ERAP1 aminopeptidase | Q9NZ08 | recombinant ERAP1, Leu-AMC fluorescence, 60 min | inhibition, % at 10.7 µM | 340,000 tested, 0.15% active | AID 652197;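 active means mean replicate inhibition of at least 30%, or all replicates individually reaching that 30% level; inactive means mean below 30% and not every replicate reaching it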;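 further: 0% = neutral control wells and 100% = L-leucinethiol positive control wells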
Target sequence (Q9NZ08 whole entry, looked up): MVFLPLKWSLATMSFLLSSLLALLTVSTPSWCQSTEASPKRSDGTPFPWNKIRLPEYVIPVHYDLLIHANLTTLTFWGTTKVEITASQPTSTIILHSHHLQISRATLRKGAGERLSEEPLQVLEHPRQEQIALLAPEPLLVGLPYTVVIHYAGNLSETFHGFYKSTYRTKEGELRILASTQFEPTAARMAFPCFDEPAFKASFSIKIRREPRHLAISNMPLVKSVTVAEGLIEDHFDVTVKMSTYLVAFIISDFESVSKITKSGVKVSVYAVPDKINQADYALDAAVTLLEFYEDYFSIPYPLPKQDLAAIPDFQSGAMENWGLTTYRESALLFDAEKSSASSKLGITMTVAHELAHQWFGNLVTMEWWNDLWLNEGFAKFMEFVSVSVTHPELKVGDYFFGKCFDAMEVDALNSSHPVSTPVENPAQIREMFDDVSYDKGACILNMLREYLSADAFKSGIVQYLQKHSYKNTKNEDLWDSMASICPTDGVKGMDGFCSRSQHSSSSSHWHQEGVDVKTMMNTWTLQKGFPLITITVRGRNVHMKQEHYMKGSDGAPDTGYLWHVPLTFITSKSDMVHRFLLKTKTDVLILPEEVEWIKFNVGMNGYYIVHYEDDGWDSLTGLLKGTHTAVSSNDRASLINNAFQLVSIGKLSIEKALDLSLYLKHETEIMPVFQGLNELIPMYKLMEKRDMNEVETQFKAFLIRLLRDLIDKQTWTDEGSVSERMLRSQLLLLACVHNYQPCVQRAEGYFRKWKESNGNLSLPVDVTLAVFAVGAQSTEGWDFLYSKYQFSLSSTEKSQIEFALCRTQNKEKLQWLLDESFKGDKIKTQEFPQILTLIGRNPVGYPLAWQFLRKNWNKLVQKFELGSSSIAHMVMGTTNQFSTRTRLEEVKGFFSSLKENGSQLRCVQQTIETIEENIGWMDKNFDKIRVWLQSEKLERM
PGC1a acetyl inh: PGC1a acetylation modulation, inhibitor mode; inhibition, % at 15.6 µM; U2OS PGC1a acetylation, AlphaScreen anti-acetyl-lysine; with virally co-expressed GCN5 acetyltransferase; AID 651687; 350,000 tested, 0.17% active;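 active means every replicate shows inhibition of at least 40%; inconclusive means mean inhibition at least 40% but some replicate below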;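 further: 0% = neutral control wells and 100% = positive control wells; some results beyond the cut were filed as inactive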
Cneo AK release: Cryptococcus neoformans lysis via adenylate kinase release; C. neoformans lysis, adenylate kinase release luminescence, 4 h; normalised: neutral wells 0, clomiphene wells 100; lysis activity, % at 15 µM; 360,000 tested, 0.2% active;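 active means mean lysis activity across replicates of at least 80%, whatever share of replicates individually reach that level; inactive means mean lysis activity below 80%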
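Schedule: static 4 h at 37 °C with compound, 1 h detection; system: C. neoformans cells; benchmarks: Clomiphene as positive control; buffer or medium: fresh YPD medium; measure: luminescence rise reflecting yeast cell lysis; measured by: luminescent adenylate kinase detection reagent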
Statin myotox sup: protects C2C12 myotubes from simvastatin toxicity; ATP luminescence, 48 h; scaled: DMSO 0, geranylgeraniol control 100; rescue of ATP level, % at 7.49 µM; 330,000 tested, 0.78% active; AID 602340;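 active means mean ATP rescue above about 67%, or every replicate alone reaching that limit, limit read from the data, passing the limit was not always enough; inconclusive means no clear call, values can overlap the other calls; inactive means mean under the limit and some replicate under it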;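 further: myotubes were challenged with 10 µM simvastatin during compound exposure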
S100A4 MyoIIA: blocks human S100A4 binding to myosin IIA peptide; P26447; S100A4/TAMRA-MyoIIA peptide fluorescence polarization; inhibition, % at 10.7 µM; 360,000 tested, 0.14% active; AID 652163;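 active means mean inhibition of at least 70% across replicates, with every replicate also reaching that level; inconclusive means mean inhibition reaches 70% but some replicates fall short; inactive means mean inhibition below 70%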
Target sequence (P26447 whole entry, looked up): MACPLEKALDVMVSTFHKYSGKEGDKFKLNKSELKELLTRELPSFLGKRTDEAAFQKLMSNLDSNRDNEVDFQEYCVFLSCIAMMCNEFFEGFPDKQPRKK
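Material: S100A4 monomer protein | Medium: HEPES pH 7.2 with CaCl2, KCl, NaCl, DTT, Triton | Reagent: Labelled myosin peptide probe, 5 nM | Doses: One dose per compound | Times: 5 min incubation before reading | Benchmarks: Neutral control DMSO, positive control TFP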
LGR2 inh: inhibitors of bursicon-induced Drosophila LGR2 receptor cAMP signaling. HEK293 LGR2, CRE-luciferase, bursicon-stimulated, 4 h. inhibition, % at 9.99 µM. 380,000 tested, 0.35% active. AID 720647;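 active means drop in luminescence signal, shown as inhibition above about 50% in the replicate tests, limit read from the data, passing the limit was not always enough; inconclusive means probably only some replicates passing the limit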;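 further: agonist challenge used bursicon conditioned medium at about half maximal strength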
SIRT5 inh: sirtuin-5 (human) deacylase inhibition. inhibition, % at 15 µM. Purified SirT5, succinyl-peptide AMC, trypsin-coupled fluorescence. AID 652115. 330,000 tested, 1.1% active; in the data active means inhibition above about 15%; inconclusive means no clear call, values can overlap the other calls
An asterisk follows results filed as active; ? = inconclusive; . = no result given. The list is partial; the hit share may differ from the screen's.

1. C[C@@H]1CCCCO[C@H](CN(C)Cc2ccccc2)[C@@H](C)CN([C@@H](C)CO)C(=O)c2cc(NS(=O)(=O)c3ccccc3)ccc2O1
2. COc1cccc(OCC(=O)O/N=C(\N)c2ccncc2)c1
3. COc1ccc2c3c([nH]c2c1)[C@H](CO)N(Cc1ccncc1)CC31CN(C(=O)Cc2ccncc2)C1
4. COC1OC(COC(=O)c2ccccc2)C(OC(=O)c2ccccc2)C1OC(=O)c1ccccc1 (configuration not stated)
5. CCC(=O)N1[C@@H]2c3ccc(-c4cccc(F)c4)c(=O)n3C[C@@H]2[C@@H](CO)[C@@H]1C(=O)OC
6. CNC[C@@H]1Oc2ccc(NS(=O)(=O)c3ccc(C)cc3)cc2CC(=O)N([C@@H](C)CO)C[C@@H]1C
7. Cc1ccc(S(=O)(=O)Nc2ccc3c(c2)C(=O)N([C@@H](C)CO)C[C@H](C)[C@@H](CN(C)Cc2ccc(-c4ccccc4)cc2)O3)cc1
8. O=C(Nc1ccccc1C(F)(F)F)c1cc2ccccc2o1
Compound	1	2	3	4	5	6	7	8
XiGFP reactiv	-0.2	0.0	0.2	0.0	0.1	0.0	-0.1	0.0
ERAP1 inh	2	-1	0	-1	2	-1	-2	-2
PGC1a acetyl inh	12	2	1	-2	2	3	-10	3
Cneo AK release	2	-1	.	0	-2	16	-1	-12
Statin myotox sup	.	2	.	3	-1	-2	24	-1
S100A4 MyoIIA	10	-1	-15	-5	-12	-6	-71	-5
LGR2 inh	11	-48	6	13	-1	2	14	-66
SIRT5 inh	-2	0	.	0	-13	-2	0	-1

9. COc1cc2c(cc1OC)CN(C(=O)/C=C/c1cccc([N+](=O)[O-])c1)CC2
10. O=C(C[C@H]1CC[C@H](NC(=O)CCN2CCCCC2)[C@@H](CO)O1)Nc1ccccc1
11. COC(=O)CSc1nnc(COc2ccc3ccccc3c2)o1
12. COc1ccccc1C(=O)NCCC(=O)N(C)CC(=O)Nc1ccc(Cl)cc1
13. Cc1cccc(OCc2nnc(SC(C)C(=O)O)n2-c2ccccc2)c1 (configuration not stated)
14. COc1ccccc1CNC(=O)C[C@H]1C[C@H]2c3cc(NC(=O)C4CCC4)ccc3O[C@H]2[C@@H](CO)O1
15. CCOc1ccc(NC(=O)CSc2nc(=O)n(CCN3CCOCC3)c3c2CCCC3)cc1
16. CN1C(=O)c2ccccc2C(C(=O)O)C1c1cccc([N+](=O)[O-])c1 (configuration not stated)
Compound	9	10	11	12	13	14	15	16
XiGFP reactiv	0.0	0.0	0.1	-0.1	0.3	0.1	0.0	0.0
ERAP1 inh	-1	-3	1	-8	0	0	-5	0
PGC1a acetyl inh	.	-7	6	.	-2	-2	.	?
Cneo AK release	-2	.	-4	-1	-3	-1	-1	.
Statin myotox sup	-2	.	1	-16	5	4	-5	.
S100A4 MyoIIA	-5	-26	-1	-2	0	14	-4	2
LGR2 inh	2	-1	-4	8	5	4	-2	4
SIRT5 inh	-4	-16	0	0	-5	1	1	2

17. O=C(NCc1ccccc1)C(c1ccccc1F)n1c(=O)c(-c2cc3ccccc3[nH]2)nc2ccccc21 (configuration not stated)
18. COc1ccccc1NC(=O)c1ccc2c(c1)N(CC#N)C(=O)C(C)(C)O2
19. O=C1CC(c2ccccc2)=NN1c1ccccc1
20. Cc1c2cnn(CC(=O)Nc3c(F)c(F)cc(F)c3F)c(=O)c2c(C)n1Cc1ccc(F)cc1
21. OCCN1CCN(c2cc(-c3ccccc3)c3ccccc3n2)CC1
22. COc1cc2ccnc(Cc3cccc(OC)c3OC)c2cc1OC
23. CN(Cc1ccco1)C(=O)Cn1cc(S(=O)(=O)N2CCCC2)c(S(=O)(=O)N2CCCC2)c1
24. O=C(CN1CCCCC1)NC1CCc2cc3c(cc21)CCC3 (configuration not stated)
Compound	17	18	19	20	21	22	23	24
XiGFP reactiv	0.0	0.1	0.1	0.1	0.1	0.0	0.2	0.0
ERAP1 inh	-2	-2	-7	0	16	0	2	-1
PGC1a acetyl inh	.	.	-2	.	.	.	-3	6
Cneo AK release	.	-2	1	.	.	.	-3	2
Statin myotox sup	.	-7	-44	.	.	.	-5	.
S100A4 MyoIIA	4	-2	-7	-38	-4	-2	2	3
LGR2 inh	13	-11	-1	7	-7	1	-4	.
SIRT5 inh	.	-2	-1	-1	2	-6	-5	-5

25. C/C=C/c1ccc([C@@H]2[C@@H](CO)N(C(=O)C3CC3)C23CN(C(=O)NC(C)C)C3)cc1
26. COc1ccc2c(c1)CC/C(=C/c1ccccn1)C2=O
27. Cc1ccc2c(=O)[nH]c(Nc3nc(C)cc(-c4ccccc4)n3)nc2c1
28. CCOc1ccccc1NC(=O)COC(=O)C12CC3CC(CC(O)(C3)C1)C2
29. CC1(C(=O)Nc2ccc3c(c2)OCO3)CCN1C(=O)c1ccco1 (configuration not stated)
30. CCn1c2ccccc2c2cc(NC(=O)c3cc(OC)cc(OC)c3)ccc21
31. CCN(CC)CCNC(=O)c1nn(-c2ccc(Cl)cc2)c2c1CCc1cc(OC)ccc1-2
32. Cc1cccc(NC(=O)CSCC(=O)Nc2cc(S(=O)(=O)N3CCOCC3)ccc2N2CCCC2)c1
Compound	25	26	27	28	29	30	31	32
XiGFP reactiv	0.2	0.1	-0.1	0.1	0.2	0.0	0.0	0.1
ERAP1 inh	4	0	-1	0	-3	1	0	0
PGC1a acetyl inh	-1	.	-2	-15	2	.	.	.
Cneo AK release	.	-5	0	-2	0	.	.	3
Statin myotox sup	.	3	.	9	-5	.	.	0
S100A4 MyoIIA	-9	-4	-1	3	-5	-1	-8	2
LGR2 inh	4	15	-15	-3	3	-2	17	-3
SIRT5 inh	0	1	-2	-3	-2	.	-9	0

33. O=C(CN1C(=O)NC2(CCCC2)C1=O)Nc1ccccc1N1CCCCC1
34. CC(=O)NC(NC(=S)Nc1ccc(C)cc1C)C(Cl)(Cl)Cl (configuration not stated)
35. CO[C@H]1CN(C)C(=O)c2cc(NS(C)(=O)=O)ccc2OC[C@@H](C)N(C(=O)C2CC2)C[C@H]1C
36. O=C(COc1cccc2ccccc12)NCc1cccnc1
37. COc1cc2sc3ccc(C#CC4(O)CCCCC4)cc3c(=O)c2cc1OC
38. CSc1c(N(C)C)c(=O)c1=S
39. CC1(C(=O)NS(=O)(=O)c2ccc(Cl)cc2)CCN1C(=O)c1ccccc1 (configuration not stated)
40. CC[C@]12c3[nH]c4ccc(OC)cc4c3CCN1C(=O)C(CC(=O)NCC13CC4CC(CC(C4)C1)C3)C[C@@H]2C(=O)N1CCN(C(=O)C2CC2)CC1 (some centres not stated)
Compound	33	34	35	36	37	38	39	40
XiGFP reactiv	-0.5	0.2	-0.5	0.0	1.5	0.5	-0.2	-0.1
ERAP1 inh	-2	1	1	-2	-3	3	1	-1
PGC1a acetyl inh	.	-4	14	.	.	.	-1	0
Cneo AK release	0	0	1	.	-12	.	-2	2
Statin myotox sup	-7	.	3	.	-26	.	22	1
S100A4 MyoIIA	-5	-4	4	-1	-6	-11	1	-1
LGR2 inh	11	-2	0	-3	94*	4	-3	17
SIRT5 inh	-1	-1	1	-3	-1	.	-1	1

Nos. 27–37, quoted:
27. Cc1ccc2c(=O)[nH]c(Nc3nc(C)cc(-c4ccccc4)n3)nc2c1
28. CCOc1ccccc1NC(=O)COC(=O)C12CC3CC(CC(O)(C3)C1)C2
29. CC1(C(=O)Nc2ccc3c(c2)OCO3)CCN1C(=O)c1ccco1 (configuration not stated)
30. CCn1c2ccccc2c2cc(NC(=O)c3cc(OC)cc(OC)c3)ccc21
31. CCN(CC)CCNC(=O)c1nn(-c2ccc(Cl)cc2)c2c1CCc1cc(OC)ccc1-2
32. Cc1cccc(NC(=O)CSCC(=O)Nc2cc(S(=O)(=O)N3CCOCC3)ccc2N2CCCC2)c1
33. O=C(CN1C(=O)NC2(CCCC2)C1=O)Nc1ccccc1N1CCCCC1
34. CC(=O)NC(NC(=S)Nc1ccc(C)cc1C)C(Cl)(Cl)Cl (configuration not stated)
35. CO[C@H]1CN(C)C(=O)c2cc(NS(C)(=O)=O)ccc2OC[C@@H](C)N(C(=O)C2CC2)C[C@H]1C
36. O=C(COc1cccc2ccccc12)NCc1cccnc1
Compound	27	28	29	30	31	32	33	34	35	36
XiGFP reactiv	-0.1	0.1	0.2	0.0	0.0	0.1	-0.5	0.2	-0.5	0.0
ERAP1 inh	-1	0	-3	1	0	0	-2	1	1	-2
PGC1a acetyl inh	-2	-15	2	.	.	.	.	-4	14	.
Cneo AK release	0	-2	0	.	.	3	0	0	1	.
Statin myotox sup	.	9	-5	.	.	0	-7	.	3	.
S100A4 MyoIIA	-1	3	-5	-1	-8	2	-5	-4	4	-1
LGR2 inh	-15	-3	3	-2	17	-3	11	-2	0	-3
SIRT5 inh	-2	-3	-2	.	-9	0	-1	-1	1	-3

37. COc1cc2sc3ccc(C#CC4(O)CCCCC4)cc3c(=O)c2cc1OC
Compound	37
XiGFP reactiv	1.5
ERAP1 inh	-3
PGC1a acetyl inh	.
Cneo AK release	-12
Statin myotox sup	-26
S100A4 MyoIIA	-6
LGR2 inh	94*
SIRT5 inh	-1

Continuation.
41. O=C(CN1CCOCC1)NCC[C@H]1CC[C@@H](NC(=O)Nc2ccccc2)[C@H](CO)O1
42. Cc1nn(-c2ccccc2)c(Cl)c1/C=N/N1CCN(c2ccccn2)CC1
43. Cc1cc(N2CCNC[C@H]2C)ccc1N1CCS(=O)(=O)CC1
44. C[C@@H]1CN([C@@H](C)CO)C(=O)c2cccc(NS(C)(=O)=O)c2O[C@@H]1CN(C)C(=O)Nc1cccc2ccccc12
45. CC1CCc2c(sc(NC(=O)C3CCCO3)c2C#N)C1 (configuration not stated)
46. COC(=O)C(CSCc1ccccc1)NC(=O)CCNC(=O)OCc1ccccc1 (configuration not stated)
Compound	41	42	43	44	45	46
XiGFP reactiv	0.2	0.0	0.0	0.0	0.0	0.1
ERAP1 inh	2	-3	0	-9	0	4
PGC1a acetyl inh	10	.	.	0	-16	.
Cneo AK release	41	-5	.	-5	.	.
Statin myotox sup	-7	.	.	4	10	.
S100A4 MyoIIA	27	-17	3	-6	0	1
LGR2 inh	-6	7	2	-1	-50	0
SIRT5 inh	1	-2	.	6	-8	-1
